Mtb RmlCD inh – M. tuberculosis RmlC/RmlD coupled enzyme inhibitors, primary screen, biochemical, compound mixtures, 384-well, from 1536-well plates | inhibition, % at 3.6 µM | 160,000 compounds, 0.03% hits | RmlC+RmlD coupled enzyme assay, percent inhibition; primary screen in compound mixtures | AID 1533, 2009 | dTDP-4-dehydrorhamnose reductase (Mycobacterium tuberculosis (strain ATCC 25618 / H37Rv)) …; in the data active = inhibition mostly above about 34%, no sharp cut-off; also: some results filed as inactive read as strong as hits
Target sequence (P9WH09 whole entry, looked up): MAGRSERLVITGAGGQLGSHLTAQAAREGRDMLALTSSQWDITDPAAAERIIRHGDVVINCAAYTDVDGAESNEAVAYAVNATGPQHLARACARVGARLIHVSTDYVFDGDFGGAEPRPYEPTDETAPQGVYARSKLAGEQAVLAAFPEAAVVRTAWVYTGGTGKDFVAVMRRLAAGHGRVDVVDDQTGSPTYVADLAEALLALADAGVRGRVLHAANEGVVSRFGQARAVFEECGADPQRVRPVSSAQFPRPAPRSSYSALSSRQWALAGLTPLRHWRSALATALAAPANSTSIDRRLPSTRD
Target sequence (P9WH11 whole entry, looked up): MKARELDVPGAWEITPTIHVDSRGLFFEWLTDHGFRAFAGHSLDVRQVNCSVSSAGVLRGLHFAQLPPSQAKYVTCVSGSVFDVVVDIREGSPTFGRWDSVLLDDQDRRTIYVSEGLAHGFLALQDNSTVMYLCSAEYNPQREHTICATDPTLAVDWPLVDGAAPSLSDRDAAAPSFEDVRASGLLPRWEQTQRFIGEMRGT
GlmU inhibition – inhibition of mycobacterial GlmU enzyme – biochemical, glucosamine-1-phosphate acetyltransferase (AID 1376). Bifunctional protein GlmU (Mycobacterium tuberculosis (strain ATCC 25618 / H37Rv)). M. tuberculosis GlmU acetyltransferase enzyme assay; higher % means a stronger effect. inhibition, %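 (tested at 30 µM in the primary screen)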; hits with a dose series show IC50 in µM. 220,000 compounds, 0.25% hits; in the data active = inhibition above about 13%;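 also: 0% = complete reaction with vehicle and 100% = reaction without substrate; strong numbers were not always called active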
Starred values were filed as active, the others as inactive; x = no result given. An excerpt; rates above refer to the full screens.

SMILES	Mtb RmlCD inh	GlmU inhibition
CCCN1Cc2cccc(C(=O)Nc3ccc(-c4nc5ccccc5[nH]4)cc3)c2C1=O	-14	9.2%
O=C(c1ccoc1)N1CCC2(CC1)Oc1ccc(F)cc1C(=O)C21CC(c2ccccc2)=NO1 (centres undefined)	6	2.8%
COc1ccccc1NC(=S)NC(=O)C1CC1	6	-2.7%
CCn1c(CSCc2ccc(Cl)cc2)nnc1SCC(=O)Nc1cccc(C(=O)O)c1	x	-2.4%
CCc1ccc(NC(=O)CSCc2nc(N)nc(Nc3ccccc3CC)n2)cc1	-18	2.4%
CCOC(=O)C1CCCCN1Cc1ccc(OC)c(OC)c1 (centres undefined)	8	-0.2%
O=C(Nc1ccc(Br)cc1Cl)N1CCOCC1	-16	3.9%
CC1=C(C)CC(C(=O)N2CCN(C/C=C/c3ccccc3)CC2)C(C(=O)O)C1 (centres undefined)	-3	-0.3%
O=S(=O)(Cc1ccccc1)N1CCCC(c2nc(-c3ccc(F)cc3)no2)C1 (centres undefined)	6	-0.4%
O=C(N/N=C/c1ccc2c(c1)OCO2)C(=O)Nc1ccc2ccccc2c1	x	-3.1%
CCc1ccc(NSc2ccccc2[N+](=O)[O-])cc1	42	2.7%
C/C(=N\NC(=O)c1ccc([N+](=O)[O-])c(C)c1)c1ccccc1Cl	5	1.3%
c1cnc(N2CC[N+]3(CCCC3)CC2)nc1	-1	-1.3%
O=C(NCCOc1ccccc1Cl)c1ncn[nH]1	-7	3.8%
CCNC(=S)Nc1ccc(NC(=O)c2ccccc2O)cc1	12	2.2%
COC(=O)Cc1c(C)c2ccc(OCc3nn[nH]n3)c(C)c2oc1=O	4	0.7%
COc1ccc(NC(=O)CCOc2ccccc2)c(OC)c1	x	1.6%
CCc1ccc(S(=O)(=O)c2nnn3c2nc(NCCNC(C)=O)c2ccccc23)cc1	-2	-3.3%
FC(F)(F)c1cc(-c2ccccc2)nc(N2CCOCC2)n1	-8	-3.2%
O=C(O)CCC(=O)N1N=C(c2c(-c3ccccc3)c3cc(Cl)ccc3[nH]c2=O)CC1c1ccco1 (centres undefined)	0	5.3%
CCOC(=O)NC(Nc1cc(C)on1)(C(F)(F)F)C(F)(F)F	7	2.7%
COC(=O)Nc1cc([N+](=O)[O-])ccc1OC	6	3.0%
CCn1c(C)c(C(C)=O)c(NCc2ccccc2)nc1=S	5	-3.3%
Cn1c(=O)c2c(nc(SCC(=O)Nc3ccccc3)n2C)n(C)c1=O	-5	2.9%
O=C1c2ccc(Br)cc2C(=O)N1c1ccc(Cc2ccncc2)cc1	9	4.4%
FC(F)(F)c1n[nH]c(=S)n1/N=C/c1ccco1	9	2.8%
COC(=O)CN(c1cc(OC)ccc1OC)S(=O)(=O)c1ccc(OC)c(OC)c1	0	x
Cc1cccc(N=C2NC(=O)/C(=C/C=C/c3ccco3)S2)c1C	6	-4.2%
COCCCNC(=O)C1CCN(C(=O)c2cc3sccc3n2Cc2ccc(F)cc2)CC1	x	1.5%
CC(NC(=O)c1ccc(N2CCCC2=O)cc1)c1ccccc1 (centres undefined)	5	1.2%
CCc1nc2c(C#N)c(-c3ccc(Cl)cc3)ccn2n1	-14	-7.1%
O=C(NC(=S)Nc1ccc(Cc2ccncc2)cc1)c1ccccc1	-11	-5.4%
Cc1cccc(NC(=O)CCN2CCN(C/C=C/c3ccccc3)CC2)c1	x	3.1%
CC(=O)c1c(C)[nH]c(C(=O)CSc2ncnc3sc(-c4ccccc4)cc23)c1C	x	0.7%
COc1ccc(CCNC(=O)CSc2c[nH]c3ccccc23)cc1OC	5	-2.7%
CCOc1ccc(NC(=O)CN(c2ccc([N+](=O)[O-])cc2)S(=O)(=O)c2ccccc2)cc1	-9	8.0%
COc1ccc(C(=O)NC(C)c2nnc(SCC(=O)Nc3nc4ccccc4s3)n2C)cc1 (centres undefined)	6	-2.7%
CCOC(=O)CNC(=O)CSc1nnc(Cn2cnc3ccccc32)n1C	x	1.8%
COc1ccc(NC(=O)CSc2nc(N)c(C#N)cc2C#N)cc1	x	5.8%
CCCN(CC1CC1)C(=S)NC(=O)c1ccc(S(=O)(=O)N2CCOCC2)cc1	12	1.7%
CCCSc1nc(-c2ccccc2)cc(C(F)(F)F)c1C#N	12	3.6%
CC(C)C(c1nnnn1Cc1ccc(F)cc1)N1CCSCC1 (centres undefined)	13	1.6%
COc1cccc(-n2nnc3c(=O)n(CC(=O)N4CCCCC4)cnc32)c1	14	-0.2%
COc1ccc(N2CC(C(=O)Nc3ccc(N4CCOCC4)cc3)CC2=O)cc1 (centres undefined)	-2	0.3%
C#CCNC(=O)C1=C[C@@H](C2CCCCC2)[C@H](CCCO)[C@@H](OCC)O1	x	0.5%
CCN1CCCC(NC(=O)c2scc3c2CCCC3)C1 (centres undefined)	5	-4.6%
Cc1sc(NC(=O)C2C3CCC(C3)C2C(=O)O)c(C(N)=O)c1-c1ccc(C(C)(C)C)cc1 (centres undefined)	4	2.1%
CC1(C)CC(=O)C(C2c3ccccc3Oc3ccccc32)C(=O)C1	-6	9.9%
O=C(NCc1ccccc1)c1cccc(COc2cc(Cl)ccc2Cl)c1	-5	0.7%
Cc1cc2n(n1)C(c1sccc1C)Nc1c(C)cccc1-2 (centres undefined)	7	0.8%
Cc1ccc2nc(-c3ccccn3)cc(C(=O)Nc3ccc(S(=O)(=O)N4CCOCC4)cc3)c2c1	1	3.3%
COc1ccc(N/C=C/C(=O)c2ccc(Cl)cc2)cc1	x	-6.3%
O=C(C1CCCO1)N1CCC(c2nc3ccccc3[nH]2)CC1 (centres undefined)	x	6.0%
CCN(C(=S)Nc1ccc(Oc2ccccc2)cc1)c1ccccc1	10	-0.6%
C/C(=N/NC(=O)c1ccncc1)c1c[nH]c2ccccc12	-2	4.7%
O=C(O)CCn1cc(/C=C\C(=O)c2ccc(Cl)cc2)c(-c2cccc(Br)c2)n1	x	2.6%
O=C(Nc1ccc(OCc2ccccc2)cc1)Nc1ccccc1C(=O)NCCCN1CCOCC1	x	-1.6%
CCN(CC)C(=O)Cn1cnc2sc(C(=O)N3CCN(Cc4ccc5c(c4)OCO5)CC3)c(C)c2c1=O	-9	1.8%
CN(C)C(CNC(=O)c1ccc(NC(=O)CC#N)cc1)c1ccccc1 (centres undefined)	7	-5.3%
COc1ccc(/C=C/C(=O)Oc2ccc(C)c(C)c2)cc1OC	-2	-3.7%

Shown with values under each structure: part of the list above.
Second line of a record: Mtb RmlCD inh, GlmU inhibition
- CCCSc1nc(-c2ccccc2)cc(C(F)(F)F)c1C#N
→ 12, 3.6%
- CC(C)C(c1nnnn1Cc1ccc(F)cc1)N1CCSCC1 (centres undefined)
→ 13, 1.6%
- COc1cccc(-n2nnc3c(=O)n(CC(=O)N4CCCCC4)cnc32)c1
→ 14, -0.2%
- COc1ccc(N2CC(C(=O)Nc3ccc(N4CCOCC4)cc3)CC2=O)cc1 (centres undefined)
→ -2, 0.3%
- C#CCNC(=O)C1=C[C@@H](C2CCCCC2)[C@H](CCCO)[C@@H](OCC)O1
→ x, 0.5%
- CCN1CCCC(NC(=O)c2scc3c2CCCC3)C1 (centres undefined)
→ 5, -4.6%
- Cc1sc(NC(=O)C2C3CCC(C3)C2C(=O)O)c(C(N)=O)c1-c1ccc(C(C)(C)C)cc1 (centres undefined)
→ 4, 2.1%
- CC1(C)CC(=O)C(C2c3ccccc3Oc3ccccc32)C(=O)C1
→ -6, 9.9%
- O=C(NCc1ccccc1)c1cccc(COc2cc(Cl)ccc2Cl)c1
→ -5, 0.7%
- Cc1cc2n(n1)C(c1sccc1C)Nc1c(C)cccc1-2 (centres undefined)
→ 7, 0.8%
- Cc1ccc2nc(-c3ccccn3)cc(C(=O)Nc3ccc(S(=O)(=O)N4CCOCC4)cc3)c2c1
→ 1, 3.3%
- COc1ccc(N/C=C/C(=O)c2ccc(Cl)cc2)cc1
→ x, -6.3%
- O=C(C1CCCO1)N1CCC(c2nc3ccccc3[nH]2)CC1 (centres undefined)
→ x, 6.0%
- CCN(C(=S)Nc1ccc(Oc2ccccc2)cc1)c1ccccc1
→ 10, -0.6%
- C/C(=N/NC(=O)c1ccncc1)c1c[nH]c2ccccc12
→ -2, 4.7%

Remaining list, next part:
SMILES	Mtb RmlCD inh	GlmU inhibition
Cc1c(C(=O)C(=O)N2c3ccc(F)cc3CCC2C)c2ccccc2n1C (centres undefined)	10	-3.5%
N#CCCCn1c(=O)oc2ccccc21	2	6.9%
O=S(=O)(Nc1ccc(-n2cccc2)cc1)c1ccccc1	1	0.7%
COc1ccc(C(=O)Nc2nccs2)cc1[N+](=O)[O-]	11	1.5%
COc1ccc(CN2CCN(c3ccccc3F)CC2)c(OC)c1	x	3.4%
COc1cc(/C=C/C(=O)OCC(=O)Nc2ccc(S(=O)(=O)N3CCCC3)cc2)ccc1O	x	-2.6%
Cc1ccccc1Cn1c(=N)n(CC(=O)c2ccc([N+](=O)[O-])cc2)c2ccccc21	-5	0.4%
COc1cc(N2CCCC2)ccc1[N+](=O)[O-]	-4	6.0%
CCCCC(=O)N1C/C=C\C(c2ccc(OC)cc2)N(Cc2ccc(F)cc2)C(=O)C1 (centres undefined)	-9	4.9%
COc1cccc(CN2CCN(C(=O)COc3ccc4ccccc4c3)CC2)c1	9	2.7%
COc1cc(/C=C2/S/C(=N/S(=O)(=O)Cc3ccccc3)NC2=O)c([N+](=O)[O-])cc1OC	-16	6.4%
Cc1ccc(C(=O)N/C(=C\c2sccc2C)C(=O)NCc2ccco2)cc1	-16	-4.6%
CCCc1nc2c(sc3nc4c(cc32)COC(C)(C)C4)c(=O)n1CCN(CC)CC	-11	-1.7%
C=CCNc1ncnc2c1cnn2-c1cccc(C)c1	x	6.2%
CCOC(=O)CNC(=O)CSc1nnc(SCC(=O)NCC(=O)OCC)s1	x	7.9%
COc1cc(/C=N/NC(=O)C(=O)NCc2ccco2)cc(Br)c1O	13	-0.5%
CC1(c2ccccc2)O[C@@H]2C[C@H]3[C@@H]4CCC5=CC(=O)C=C[C@]5(C)[C@@]4(F)[C@@H](O)C[C@]3(C)[C@]2(C(=O)CO)O1 (some centres undefined)	11	-1.3%
CCc1nnc(NC(=O)Cc2ccc(Br)cc2)s1	6	-0.9%
N#Cc1c(-c2ccccc2)cc2nc3ccccc3n2c1N	-4	-5.7%
Cc1ccc(C)c(OCCN2C(=O)NC3(CCc4ccccc4C3)C2=O)c1 (centres undefined)	9	-0.2%
COc1ccc([C@H]2[C@H](C(=O)C(C)(C)C)N3N=Cc4ccccc4C3[C@]23N=C(c2ccccc2)OC3=O)cc1 (some centres undefined)	-1	0.3%
Cc1ccc(CN2C3=NCCN3c3ccccc32)cc1	0	1.7%
Cc1cccc(N2CC(O)=C(c3nc4ccccc4n3C)C2=N)c1	x	8.7%
Cc1ccc2nc(-c3ccc(S(=O)(=O)N4CCCCC4)cc3)cn2c1	6	-7.7%
O=C(O)CCc1nn2c3ccccc3n(CC(=O)c3cccs3)c2nc1=O	3	0.8%
C/C=C/CC1(CC)C(=O)NC(=S)NC1=O	4	8.4%
Cc1ccc2oc(=O)c(/C=C(\O)c3ccccc3)nc2c1	-10	-4.2%
O=C(c1cccc([N+](=O)[O-])c1)N1CCN(c2n[nH]c(=O)[nH]c2=O)CC1	-14	-0.1%
O=C(Cc1ccccc1)NC(NNc1ccccc1)(C(F)(F)F)C(F)(F)F	x	13%
COc1cccc(CNC(=S)Nc2cc(C)ccc2C)c1	-7	0.1%
CCc1cc[n+](C2=C([O-])c3ccccc3C(=O)/C2=N\S(=O)(=O)c2cccs2)cc1	4	2.7%
COc1ccc(N=Cc2c(O)cc(C)oc2=O)cc1	x	-1.1%
N#CCCn1cc(C(=O)NCc2ccccc2)c(-c2ccc3c(c2)OCCO3)n1	x	-6.1%
Cc1ccc2cc3c(N)c(C(=O)Nc4c(C)[nH]c(=O)[nH]c4=O)sc3nc2c1	8	1.6%
Cc1ccc(C(=O)CC(C(=O)O)P(=O)(c2ccccc2)c2ccccc2)cc1 (centres undefined)	-6	-6.1%
CCOc1ccc(C(C(=O)NC2CCCCC2)N(C(=O)c2ccco2)c2ccc(-n3cnnn3)c(C)c2)cc1 (centres undefined)	x	-4.2%
Cc1ccc(-c2nc3ncccc3o2)cc1NC(=S)NC(=O)c1ccco1	-1	9.7%
Cc1cc(NC(=O)CN(C)CCOc2ccccc2)ccc1Br	-12	-0.2%
C#CCOC(=O)CCCC(=O)Nc1ccccc1OC	-5	-0.9%
CCN(CC)c1ccc(NC(=O)/C=C/c2cc(Br)ccc2OC)cc1	-6	x
N#CC1=C(N)N(c2ncn[nH]2)C2=C(C(=O)CCC2)C1c1ccccc1 (centres undefined)	24	-2.2%
Cc1cc(C(=O)Nc2ccccc2N2CCOCC2)c(C)o1	-1	-6.1%
OCc1nnc2c3ccccc3c(-c3ccccc3)nn12	-4	-3.7%
O=C(NC1CCCCC1)C1CC(=O)N(c2cccc([N+](=O)[O-])c2)C1 (centres undefined)	3	4.4%
COc1ccc(NC(=S)NCCc2ccc(S(N)(=O)=O)cc2)c(OC)c1	1	0.2%
COc1ccc(CN2CCCCC2C(=O)Nc2ccc(OC)c(OC)c2)cc1OC (centres undefined)	4	-1.2%
CCNC(=S)N1CCC(C(N)=O)CC1	-10	6.1%
COc1ccc(NC(=O)[C@H](C)NC(N)=O)cc1S(=O)(=O)Nc1cc(C)ccc1Br	-6	11%
FC(F)(F)Oc1ccc(-c2cn3cccnc3n2)cc1	-9	3.9%
COc1ccc(-c2noc(C3CCCN(C(=O)c4cccs4)C3)n2)cc1 (centres undefined)	x	-1.9%
COc1ccc(C(=O)NCCC2=CCCCC2)cc1OC	x	5.9%
CCOc1cc(O)c(-c2[nH]ncc2-c2nc(C)cs2)cc1CC	9	-2.1%
N=C1C(c2nc3ccccc3s2)=C(O)CN1Cc1ccccc1	x	4.5%

Screening results (PubChem)
